SRC2 inh: human SRC2 (NCOA2) inhibition; Q15596; HEK293 GAL4-SRC2 luciferase reporter, luminescence; inhibition, % at 9 µM; hit rate 0.17% among 370,000;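 active = inhibition above the mean inhibition of all tested compounds plus 3 SD, set per campaign, cut at about 52% in these data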;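 also: 0% = DMSO treated cells and 100% = cells given Gossypol at 36 µM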
SRC1 inh: inhibits human SRC1 coactivator; Q15788; HEK293 GAL4-SRC1 luciferase reporter, luminescence; inhibition, % at 3.6 µM; hit rate 0.12% among 360,000; AID 588354;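 active = inhibition above the campaign mean plus 3 SD, with each screening campaign given its own cutoff, cut at about 60% in these data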;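 also: 0% = DMSO treated cells and 100% = gossypol at 36 µM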
LMP1 NFkB inh: inhibitors of Epstein-Barr LMP1-induced NF-kappaB reporter | AID 504558 | hit rate 0.69% among 350,000 | inhibition, % at 12.5 µM | LMP1-induced NF-kappaB luciferase reporter cells, luminescence; in the data active = inhibition above about 41%;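 also: 0% = neutral control wells and 100% = reference inhibitor control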
NOD2 RIPK2 PPI: inhibitors of human NOD2-RIPK2 interaction. AID 624267. hit rate 0.38% among 360,000. CHO BLA complementation NOD2-RIPK2, CCF4 ratio. O43353. inhibition, % at 4.98 µM; in the data active = inhibition above about 21%;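 also: 0% = vehicle only and 100% = reference blocker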
ABHD5 PLIN5 PPI: inhibitors of human ABHD5-perilipin-5 interaction; Q00G26+Q8WTS1; Split G. princeps luciferase complementation, luminescence, 4 h; inhibition, % at 4 µM; hit rate 0.78% among 360,000; AID 602281;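 active = inhibition above the mean inhibition across every tested compound plus 3 SD, cut at about 22% in these data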;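 also: 0% = DMSO only wells and the 100% control is not disclosed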
SRC3 inh: inhibitors of human steroid receptor coactivator 3 (SRC3). Q9Y6Q9. HEK293 GAL4-SRC3 luciferase reporter, luminescence. inhibition, % at 3.6 µM. hit rate 0.17% among 360,000;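 active = inhibition above a per-campaign cutoff, the mean of all compounds plus 3 SD, cut at about 60% in these data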;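 also: 0% = DMSO-treated cells and 100% = gossypol-treated cells at 36 µM; higher means less SRC3-driven luciferase light from the GAL4 reporter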
MC4R barr agon: agonists of human melanocortin 4 receptor (MC4R) beta-arrestin | U2OS MC4R beta-arrestin complementation, luminescence; percent of melanotan II response, DMSO zero | hit rate 0.98% among 360,000 | activation, % at 8.9 µM;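 active = activation above a per-plate cutoff, the mean activation of sample wells on that plate plus 3 SD, cut at about 8% in these data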
MC4R antagonist: human MC4R antagonism in cAMP assay; P32245; MC4R-expressing cells, MTII-stimulated cAMP, LANCE TR-FRET; inhibition, % at 6.5 µM; hit rate 0.48% among 360,000;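 active = inhibition above its plate's cutoff, the mean of tested wells on that plate plus 3 SD, cut at about 29% in these data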;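 also: 0% = Melanotan II alone and 100% = Melanotan II plus saturating MCL0020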
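System: U2OS cells stably expressing human melanocortin 4 receptor (MC4R). Reagent: Melanotan II challenge after compound preincubation. Doses: 6.5 µM. Times: 30-min compound, 1-h challenge, 1-h detection, room temperature. Measured by: TR-FRET with Eu-cAMP and labeled anti-cAMP, 671 nm. Replicates: singlicate.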
NR2F2 inh: blocks human COUP-TFII nuclear receptor; P24468; HEK293T NGFI-A luciferase reporter, luminescence; inhibition, % at 8.6 µM; hit rate 0.7% among 370,000;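 active = inhibition above a per-plate cutoff, mean inhibition of test wells between control levels plus 3 SD, cut at about 38% in these data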;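 also: cells cotransfected with COUP-TFII expression vector driving the NGFI-A reporter; 0% = median of COUP-TF2 test wells and 100% = reporter-only cells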
LRH-1 inv ag: inverse agonists of human LRH-1 (NR5A2); O00482; HEK293T StAR-luciferase reporter, LRH-1 transfected, 24 h; inhibition, % at 3.6 µM; hit rate 0.13% among 360,000; AID 602396;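 active = inhibition above the mean inhibition of all tested compounds plus 3 SD, cut at about 73% in these data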;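 also: 0% = DMSO wells and 100% = reporter-only cells lacking LRH-1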
TLR9-MyD88 inh: blocks human TLR9 binding to MyD88; Q9NR96+Q99836; CHO BLA complementation TLR9-MyD88, CCF4 FRET ratio; inhibition, % at 4.98 µM; hit rate 0.21% among 340,000; AID 504734;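 active = inhibition above the mean over all tested compounds plus 3 SD, cut at about 21% in these data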;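 also: 0% = DMSO only wells and 100% = clavulanate BLA inhibitor control wells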
* marks the source's active call; other numbers are inactive results; / = no result given. The list is partial; count on the stated rates, not on these rows.

nr	SMILES	SRC2 inh	SRC1 inh	LMP1 NFkB inh	NOD2 RIPK2 PPI	ABHD5 PLIN5 PPI	SRC3 inh	MC4R barr agon	MC4R antagonist	NR2F2 inh	LRH-1 inv ag	TLR9-MyD88 inh
1	CSCCC(NC(=O)COc1ccccc1)C(=O)OCC(=O)c1cc2ccccc2o1 (stereo not given)	0	-2	-3	9	-7	-2	-2.3	0	-22	-9	6
2	CSCCC1C(C#N)=C(N)Oc2n[nH]c(-c3cccs3)c21 (stereo not given)	-46	-6	0	-10	-33	2	-1.4	-1	4	20	-1
3	Cc1nn(CCO)c2c1C(=O)CCC2	8	-1	23	-1	-2	6	-1.6	-2	0	-11	-3
4	COc1cc2c(cc1OC)CN(C(=O)CSc1nnc(C)s1)CC2	14	-3	-9	-25	-3	1	-2.8	-8	-9	10	-1
5	O=C1c2cccc(-c3ccc(C(F)(F)F)cc3)c2C2CCCCN12 (stereo not given)	28	14	/	8	-2	13	/	/	18	-2	/
6	COC(=O)Cc1c(C)c2ccc(OCC(C)=O)c(C)c2oc1=O	-51	-81	-19	-2	0	-50	1.2	18	-57	-56	-9
7	O=C(NC1CCCCC1)C(c1ccc(F)cc1)N(Cc1ccccc1)C(=O)CN1C(=O)c2ccccc2S1(=O)=O (stereo not given)	1	-1	-37	-3	3	13	4.0	15	-10	-5	-4
8	Cc1cccc(C)c1NC(=O)C1(C)CSCC(=O)N1C1CCN(Cc2ccccc2)CC1 (stereo not given)	7	/	/	-7	0	/	/	/	12	-5	/
9	CS(=O)(=O)N(CC(=O)NCCC1=CCCCC1)c1cccc([N+](=O)[O-])c1	17	-7	4	-4	3	14	-1.6	-1	5	4	7
10	Cc1cccc(NS(=O)(=O)c2cc(C(=O)N3CCc4ccccc4C3)ccc2Cl)c1C	-18	-6	6	-6	5	19	-1.3	11	-2	9	1
11	COc1ccc(NC2CCCN(C(=O)CCOc3ccccc3)C2)cc1 (stereo not given)	1	-19	1	2	-7	6	-1.3	2	-1	-5	8
12	O=C(N=C1SC2CS(=O)(=O)CC2N1Cc1ccc(F)cc1)C1CCCO1 (stereo not given)	-9	5	3	-3	-4	18	-1.0	19	2	6	-4
13	CCOC(=O)C1CCCN(C(=O)c2cc(-c3cccs3)oc2C)CC1 (stereo not given)	10	-9	/	-5	16	2	1.5	5	12	-5	/
14	COc1ccc(C(=O)N(NC(=O)Oc2ccccc2)C(C)(C)C)cc1	3	7	-4	-27	9	8	5.7	-9	-21	22	-3
15	CC(C)Oc1ccc(C(=O)Nc2ccc(Cl)c(S(=O)(=O)Nc3ccc(Cl)cc3)c2)cc1	-9	-2	0	-3	-10	13	0.0	19	19	-24	-12
16	COc1ccc(-c2nc(CS(=O)CC(=O)NC3CCC(C)CC3)c(C)o2)cc1OC (stereo not given)	0	-31	-27	6	6	-56	-0.8	6	-17	-50	-6
17	O=C(NCC(=O)N(Cc1ccco1)C(C(=O)NC1CCCC1)c1cccnc1)c1ccco1 (stereo not given)	-19	6	1	0	-5	25	-1.6	8	-19	4	-7
18	COCc1cc(Sc2ccc(Br)cc2)nc(-c2ccccc2)n1	-40	-15	5	0	-3	9	-1.6	4	-11	5	9
19	CC(C)[C@H]1COCCS(=O)(=O)N1Cc1ccccc1-c1ccccc1	11	-9	-3	-3	3	5	1.8	4	2	0	1
20	O=C(CNC(=O)c1cncc(Br)c1)Nc1ccc(F)c(F)c1F	2	2	-6	-2	5	3	-1.7	14	-7	-2	4
21	O=C(O)c1cccc(N2C(=O)CSC2=S)c1	17	-14	-4	3	-8	-47	-1.1	16	-4	-42	-8
22	O=C(COC(=O)c1ccc(CO)cc1)Nc1ccc(OC(F)F)cc1	16	-16	2	1	3	20	0.3	6	-5	-25	2
23	CC(C)/C=N\NC(=O)CCCCC(=O)N/N=C/C(C)C	-8	-6	-9	-1	-4	10	-1.4	-5	4	-15	-7
24	CC(=O)Nc1ccccc1NC(=O)CN(C)S(=O)(=O)c1ccc(C)cc1	-24	-58	-29	1	2	-22	-0.9	-1	7	0	14
25	CCOc1cccc(C2C(C#N)=C(N)Oc3cc(C)oc(=O)c32)c1OCC (stereo not given)	-8	-13	0	-5	2	2	-0.8	3	-1	11	0
26	CCOC(=O)C1(CCOc2ccccc2)CCN(Cc2ccncc2)CC1	9	-20	2	5	7	17	-1.8	-1	3	22	15
27	COc1ccc(NS(=O)(=O)c2ccc(C)c(NC(=O)NC3CCCCC3)c2)cc1	7	2	1	-9	2	-26	1.3	-6	0	-9	5
28	CN(C)c1nc(N)nc(CSc2nc3c(c(=O)n(C)c(=O)n3C)n2Cc2ccccc2F)n1	-10	-21	7	8	-1	-3	-2.1	1	2	2	-5
29	COc1cccc2sc(NC(=O)c3ccc(Br)s3)nc12	-2	-38	-12	6	-1	-24	1.1	3	-8	-66	-3
30	COc1cccc(OCCCn2cc(/C=C3/C(=N)N4C=C(C)SC4=NC3=O)c3ccccc32)c1	-31	-1	5	8	2	3	-0.9	16	-26	-35	-12
31	COc1cc(CNC(C)c2ccccc2)cc(Br)c1OCc1ccccc1 (stereo not given)	-1	-4	7	9	0	4	3.1	-2	-7	4	2
32	Cc1ccc2c(c1)N(CC(=O)NCc1cccs1)C(=O)CO2	-9	1	1	-5	0	6	-3.6	2	6	-37	-4
33	O=C(NC12CC3CC(CC(C3)C1)C2)C1CC(=O)N(c2ccccc2)C1 (stereo not given)	34	-13	-4	1	-4	-20	-0.8	-3	-3	12	-8
34	COc1ccc(CNC(=O)COC(=O)/C=C/c2cccc(Br)c2)cc1OC	37	-10	1	15	-3	6	-4.2	4	-9	12	1
35	COc1ccc(S(=O)(=O)N2CCC(C(=O)Nc3ccccc3C)CC2)c2cccnc12	-4	6	3	-4	-4	1	-2.3	17	8	-2	5
36	CCn1c(C)c(/C=N/Nc2nc3ccccc3s2)c2ccccc21	-35	-29	-120	-8	4	-12	-3.8	3	-45	-54	-3
37	Cc1ccc(C(=O)NCC2CCCN2S(=O)(=O)c2cccs2)cc1C (stereo not given)	0	-18	2	-6	0	7	-2.7	-8	14	5	0
38	c1cnc2cc(-c3ccsc3)ncc2c1	-19	-14	-3	8	3	-34	-0.5	0	-20	-18	1
39	COc1ccccc1COCC(O)CNCC1(N2CCCCC2)CCCCC1 (stereo not given)	-19	1	10	-2	-2	8	-1.5	-3	7	2	5
40	CCC1CN(C(=O)N2CCC(C(=O)NCCc3ccc(OC)cc3OC)CC2)c2ccccc2O1 (stereo not given)	-11	8	3	-5	3	18	0.5	-2	-3	19	6
41	Fc1cccc(F)c1CSc1nc2ccccc2[nH]1	-54	-126	-11	0	-6	-88	-0.5	10	-57	-170	7
42	Cc1ccc(C)c2[nH]c(=O)c(CN(Cc3cccnc3)C(=S)NCc3ccco3)cc12	-4	21	-12	1	9	6	2.5	7	-17	7	3
43	O=C(/C=C/c1cccc(Cl)c1)NCc1ccncc1	23	-7	-9	-5	4	5	-1.1	-3	0	13	10
44	Cc1cc(/C=N/NC(=O)c2ccccn2)c(C)n1-c1cccc([N+](=O)[O-])c1	-40	-84	-10	4	3	-89	-3.3	2	-12	-95	-6
45	COc1cccc(NC(=O)CN(C)C(=O)Cc2ccc3c(c2)OCCO3)c1	-11	-7	-7	-1	7	-8	1.1	-4	18	-17	0
46	COc1ccc(C(=O)/C=C/c2ccc(OCc3ccccc3)cc2)cc1CSCC(=O)O	-23	-22	0	-5	4	13	-0.3	2	6	6	3
47	CCOC(=O)c1ccc(S(=O)(=O)N2CCN(c3ccccn3)CC2)cc1	3	7	7	-11	-3	8	3.3	3	21	-10	2
48	COc1ccc(C)cc1NC(=O)CCS(=O)(=O)c1cccc2nonc12	-7	-19	2	4	-3	8	-2.0	-3	10	-7	12
49	COc1ccc(/C=N/NC(=O)c2cc(C)n(-c3ccccc3)c2C)cc1OC	9	14	6	-1	-6	0	-1.0	-8	6	-6	8
50	C[C@@H]1CN([C@@H](C)CO)C(=O)CCCn2nncc2CO[C@H]1CN(C)S(C)(=O)=O	5	16	0	-9	1	-3	-0.4	15	14	16	-10

Single records, as listed above. Screens in order: SRC2 inh | SRC1 inh | LMP1 NFkB inh | NOD2 RIPK2 PPI | ABHD5 PLIN5 PPI | SRC3 inh | MC4R barr agon | MC4R antagonist | NR2F2 inh | LRH-1 inv ag | TLR9-MyD88 inh
COc1ccc(C)cc1NC(=O)CCS(=O)(=O)c1cccc2nonc12 is listed as -7 | -19 | 2 | 4 | -3 | 8 | -2.0 | -3 | 10 | -7 | 12
COc1ccc(C(=O)/C=C/c2ccc(OCc3ccccc3)cc2)cc1CSCC(=O)O is listed as -23 | -22 | 0 | -5 | 4 | 13 | -0.3 | 2 | 6 | 6 | 3

(next part)
nr	SMILES	SRC2 inh	SRC1 inh	LMP1 NFkB inh	NOD2 RIPK2 PPI	ABHD5 PLIN5 PPI	SRC3 inh	MC4R barr agon	MC4R antagonist	NR2F2 inh	LRH-1 inv ag	TLR9-MyD88 inh
51	CCOC(=O)C1(CC2CCCCO2)CCN(C(=O)NCc2ccccc2)CC1 (stereo not given)	-29	-10	1	-6	-2	11	-1.5	12	6	-10	7
52	Cc1cc2c(cc1C)-n1nnnc1C(N1CCN(CC(=O)NC(C)C)CC1)C(=O)N2 (stereo not given)	1	/	/	2	-3	/	/	/	-2	-20	/
53	CC(C)c1nc2sc3c(=O)n(N)cnc3c2c2c1COC(C)(C)C2	-10	-3	-13	-4	0	4	-2.7	25	7	-6	2
54	CC(=O)Oc1ccc(C(=O)[C@H]2[C@H]3C(=O)N(c4ccc(C)cc4)C(=O)[C@H]3[C@@H]3C=CC=NN32)cc1	-16	-42	-3	-6	5	-51	-2.1	-2	-31	-52	-7
55	Cc1ccc(NC2Sc3ccccc3NC2=O)cc1 (stereo not given)	-37	-120	-1	-2	-1	-84	1.3	15	-21	-122	-10
56	CCCCCCCNC(=O)CN1N=C(c2ccc(C)cc2)CCC1=O	9	10	5	7	6	-33	1.4	14	16	5	-8
57	Clc1ccc(C2=NCCN2)cc1	-12	3	14	0	-8	4	-2.4	2	-5	-10	1
58	CC[C@H](CO)Oc1cc(NCc2ccc(Cl)c(Cl)c2)c2ncn(C(C)C)c2c1	-1	6	-21	-1	0	2	-1.5	1	-7	-36	-7
59	COc1ccc(NC(=O)C2c3ccccc3OCC(=O)N2C2CC2)cc1 (stereo not given)	-5	/	/	-4	-3	/	/	/	-5	8	/
60	O=S(=O)(NCCC1=CCCCC1)c1cccc(S(=O)(=O)N2CCOCC2)c1	0	-4	0	-12	1	-30	0.5	7	2	0	-4
61	CCCNC(=O)COC(=O)c1cccnc1Nc1ccccc1F	-19	10	-3	-7	11	14	2.9	1	-15	11	0
62	O=c1cnn(Cc2c(Cl)cccc2Cl)c2ccccc12	-6	-8	-1	-6	3	-2	-1.6	9	0	-5	2
63	CCN(CC)C(=O)[C@H]1CC(CC(=O)NCc2cccc(C(F)(F)F)c2)C(=O)N2CCc3c([nH]c4ccccc34)[C@]12C (stereo not given in full)	11	-18	-1	6	-4	4	0.4	11	12	10	-8
